# Assay outcomes deposited in PubChem BioAssay by National Center for Advancing Translational Sciences (NCATS).
# AmpC inh det: AmpC beta-lactamase inhibition, detergent assay. P00811. purified AmpC, nitrocefin hydrolysis with detergent. Potency, µM (highest dose often 28.7 µM), without a hit: at the highest dose activity change, negative = inhibition. 71,000 tested, 0.09% active; active = well fitted curve in the direction sought with a large enough effect
# Target sequence (P00811 whole entry, looked up): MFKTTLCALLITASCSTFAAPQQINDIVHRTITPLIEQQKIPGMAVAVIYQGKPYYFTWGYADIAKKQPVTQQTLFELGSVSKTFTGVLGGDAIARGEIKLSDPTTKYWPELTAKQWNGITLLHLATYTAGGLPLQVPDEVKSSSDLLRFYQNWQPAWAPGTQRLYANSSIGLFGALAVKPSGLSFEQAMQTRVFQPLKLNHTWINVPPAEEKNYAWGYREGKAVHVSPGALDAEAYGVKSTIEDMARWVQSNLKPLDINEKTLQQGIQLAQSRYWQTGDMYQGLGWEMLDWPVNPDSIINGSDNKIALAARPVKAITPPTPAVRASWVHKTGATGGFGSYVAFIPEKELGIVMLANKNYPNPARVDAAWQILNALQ
#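 E. coli AmpC (5.3 nM) in 20 mM phosphate pH 7.0 with 0.01% Triton X-100, preincubated 15 min RT with compound; nitrocefin (2 uL of 800 uM stock) hydrolysis followed by 480 nm absorbance every 20 s over 4 min.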
# * hit, by the source's call; & = joins results of further samples; [ ] = another dose, or the depositor's remark. % is set by controls: 0 for no effect and ±100 for the full control effect; potency is the fitted concentration of half-maximal effect. Only part of the results is shown; the hit share may differ from the screen's.
SMILES,AmpC inh det
O=C(Cn1c(=O)oc2ccccc21)NC(=O)NCc1ccco1,-0.5%
CNC(=O)c1c(I)c(C(=O)NCC(=O)Nc2c(I)c(C(=O)O)c(I)c(C(=O)NCCO)c2I)c(I)c(N(C)C(C)=O)c1I,0.8%[12.8 µM]
Cc1cc(=O)n2[nH]c(-c3ccccc3Cl)cc2n1,13.3%
Nc1ccc(Cl)c(NC(=O)c2cccs2)c1,-1.3%
Cc1ccc(C)c(C(=O)NCCN(C)C)c1,-4.7%
c1ccc(-c2ccccc2-c2nc(-c3ccncc3)no2)cc1,-7.3%
CC1CCC(O)([C@](C)(C(=O)O)c2ccccc2)CC1 (stereo partly drawn),-3.4%[5.75 µM]
CC(=O)c1c(COC(=O)c2ccco2)nc2ccccc2[n+]1[O-],-6.8%
CCOC(=O)c1ccc(N2C(=O)C(O)=C(C(C)=O)C2c2ccccn2)cc1 (stereo not drawn),-1.2%
CCOC(=O)c1c(CN2CCC(C)CC2)oc2ccc(OC)cc12,-2.2%
CC1=C(C(=O)OCc2ccccc2)C(c2ccccc2OC(F)F)NC(=O)N1 (stereo not drawn),-4.2%
CNc1nc(-c2ccccc2C(F)(F)F)nc2ccccc12,10.4%
O=c1[nH]cc(CS(=O)(=O)Cc2c[nH]c(=O)[nH]c2=O)c(=O)[nH]1,-2.7%[5.75 µM]
O=C(CCCCn1c(=O)[nH]c2ccccc2c1=O)NC1CCN(Cc2ccccc2)CC1,15.5%
O=C(CSc1nnc(-c2ccc(Cl)s2)o1)N1CCCc2ccccc21,-1.0%
O=C(c1cnccn1)N1CCC2(CCN(Cc3ccncc3)CC2)CC1,0.0%
CCNc1nc(N)nc(Oc2ccc(OCCOc3ccccc3)nn2)n1,-5.5%
Cc1ccc(NC(=O)COc2nc(C)cs2)cc1,-2.7%
CCOC(=O)c1ccc(NS(=O)(=O)c2cc(C)ccc2OC)cc1,-7.4%
Cc1ccccc1-n1nc2c(c1NC(=O)c1c(-c3ccccc3Cl)noc1C)CS(=O)(=O)C2,-4.3%
Cc1oc(-c2ccc(F)cc2)cc1-c1nn2c(-c3ccco3)nnc2s1,8.1%
CCc1cccc2c1NC(=O)[C@]21[C@@H]2C(=O)N(Cc3ccccc3)C(=O)[C@@H]2[C@@H]2CCCN21,-3.2%
COc1ccc(Oc2ncc3nc(C)c(=O)n(C)c3n2)cc1,2.2%
CCN=C(N)CSS(=O)(=O)O,-5.2%[5.75 µM]
O=C(CCCn1c(=S)[nH]c2cc3c(cc2c1=O)OCO3)N1CCc2ccccc2C1,-3.4%

# Taken from the listing, 15 compounds:
SMILES,AmpC inh det
CC1=C(C(=O)OCc2ccccc2)C(c2ccccc2OC(F)F)NC(=O)N1 (stereo not drawn),-4.2%
CNc1nc(-c2ccccc2C(F)(F)F)nc2ccccc12,10.4%
O=c1[nH]cc(CS(=O)(=O)Cc2c[nH]c(=O)[nH]c2=O)c(=O)[nH]1,-2.7%[5.75 µM]
O=C(CCCCn1c(=O)[nH]c2ccccc2c1=O)NC1CCN(Cc2ccccc2)CC1,15.5%
O=C(CSc1nnc(-c2ccc(Cl)s2)o1)N1CCCc2ccccc21,-1.0%
O=C(c1cnccn1)N1CCC2(CCN(Cc3ccncc3)CC2)CC1,0.0%
CCNc1nc(N)nc(Oc2ccc(OCCOc3ccccc3)nn2)n1,-5.5%
Cc1ccc(NC(=O)COc2nc(C)cs2)cc1,-2.7%
CCOC(=O)c1ccc(NS(=O)(=O)c2cc(C)ccc2OC)cc1,-7.4%
Cc1ccccc1-n1nc2c(c1NC(=O)c1c(-c3ccccc3Cl)noc1C)CS(=O)(=O)C2,-4.3%
Cc1oc(-c2ccc(F)cc2)cc1-c1nn2c(-c3ccco3)nnc2s1,8.1%
CCc1cccc2c1NC(=O)[C@]21[C@@H]2C(=O)N(Cc3ccccc3)C(=O)[C@@H]2[C@@H]2CCCN21,-3.2%
COc1ccc(Oc2ncc3nc(C)c(=O)n(C)c3n2)cc1,2.2%
CCN=C(N)CSS(=O)(=O)O,-5.2%[5.75 µM]
O=C(CCCn1c(=S)[nH]c2cc3c(cc2c1=O)OCO3)N1CCc2ccccc2C1,-3.4%

# Following part
SMILES,AmpC inh det
O=C(NCCOC(=O)c1cccs1)c1cccnc1,-1.6%
O=c1c(-c2ccco2)[n+]([O-])c2ccccc2n1OCc1ccccn1,-5.2%
N#Cc1ccc(OC(=O)c2ccc(N=C(N)N)cc2)cc1,-6.5%[5.75 µM]
CC(C)OCCCNC(=O)CN1CCN(Cc2ccccc2Cl)C1=O,-0.1%
CCC(=O)N1CCCc2cc(S(=O)(=O)N3CCN(c4ncccn4)CC3)ccc21,-0.2%
O=C(CCCC(=O)NCC1CCCO1)NCC1CCCO1 (stereo not drawn),7.7%
COC(=O)c1cc(OC)c(OC)cc1NC(=O)CSc1nnc(-c2cccnc2)n1C,-3.1%
CCCCc1cc(=O)oc2cc(OCC(=O)N(CC)CC)ccc12,8.3%
COc1cccc(-c2cncnc2-n2ccnc2)c1,-10.9%
COc1ccc(CN(CC(=O)NC2CCCC2)C(=O)c2onc(C(N)=O)c2N)cc1,0.0%
COc1ccc(N2CCN(C(=O)C3CCC(Cn4c(=S)[nH]c5ccccc5c4=O)CC3)CC2)cc1 (stereo not drawn),2.5%
O=C(O)c1ccc(N[C@H](c2ccccc2)c2ccc3cccnc3c2O)cc1,-7.7%[5.75 µM]
Cc1nc(NC2CCCCC2)c2nc(-c3ccccc3)n(CCCN3CCCCC3C)c2n1 (stereo not drawn),15.7%
O=C(COc1ncnc2ccccc12)NCc1ccc2c(c1)OCO2,-2.8%
CCNC(=O)CN(CCc1ccccc1)S(C)(=O)=O,-7.0%
CCC(=O)Nc1cccc(NC(=O)CSc2nnnn2Cc2ccccc2)c1,-2.0%
CC(C)(C)c1ccc(NC(=O)NCc2ccco2)cc1,-2.5%
CCc1nnc(NC(=O)CSc2nnc(-c3ccccc3O)n2-c2ccc(C)cc2C)s1,-5.9%
O=C(c1ccco1)N1CCN=C1SCc1ccccc1Cl,4.6%
CCCC(=O)c1cn(CC(=O)OC)c2ccccc12,-0.1%
Cn1c(Cc2ccccc2)nnc1SCC(=O)Nc1ccc2c(c1)OCCO2,-0.7%
Cc1cccc(C)c1NC(=O)CSc1nnc(Cn2nnc(-c3ccccc3)n2)n1-c1ccccc1,3.7%
COc1ccccc1N1CCN(C(=O)Cc2cccs2)CC1,2.2%
OC(c1ccc(Cl)cc1)(c1ccc(Cl)cc1)C(Cl)(Cl)Cl,8.8%
COc1ccc(-n2c(C)cc(C(=O)Cn3nnc4ccccc4c3=O)c2C)cc1,-0.5%

# (cont.)
SMILES,AmpC inh det
CCN(CC)S(=O)(=O)c1ccc(NC(=O)c2cccc3c2C(=O)N(CCOC)C3)cc1,-1.8%
Cn1cc(-c2nc3cncnc3n(Cc3ccc(F)cc3)c2=O)c2ccccc21,19.5%
CCCCNC(=O)CCCCCn1c(=O)[nH]c2cc(OC)c(OC)cc2c1=O,-2.8%
COc1ccc(CCNC(=O)CN2CCC(C(N)=O)CC2)cc1,8.1%
COc1ccc(NC(=O)N2CC3(CCN(C(=O)c4cccc(F)c4)CC3)C2)cc1,1.7%
Cc1ccc(-c2ccc(CCC(=O)O)n2NC(=O)c2ccco2)cc1,-4.5%
Cc1cc(C(=O)Cn2cncn2)c(C)n1CCc1ccc(F)cc1,-2.6%
CCOC(=O)N1CCC(N2C(=O)c3ccccc3C2=O)CC1,5.4%
CCOCCc1c(O)nc(SCC(=O)NCc2ccco2)[nH]c1=O,5.6%
COCC(=O)Nc1cc(OC)c(Cl)cc1OC,-0.3%
CC(C)C(=O)Nc1ccc(NC(=O)c2cccc(F)c2)cn1,-5.3%
OC1(c2ccc3c(c2)OCO3)CCN(Cc2ccccn2)CC1,12.0%
CCC(C)NS(=O)(=O)c1ccc(OCC(=O)NCc2cccnc2)cc1 (stereo not drawn),9.2%
CCCC[C@@H]1C[C@H]1C(NC(=O)c1ccccc1)c1ccc(C(=O)OC)cc1 (stereo partly drawn),-3.2%
CC(C)CN1CCC2(CC1)CCN(S(=O)(=O)c1ccccc1)CC2,-0.5%
CN1C(=O)CCS(=O)(=O)[C@H]1c1ccc(Cl)cc1,-2.5%&0.5%
COc1cccc(CN2C(=O)CN(C3CCCCC3)C(=O)C2c2ccc(F)cc2)c1 (stereo not drawn),-0.7%
Cc1ccc(C(=O)Nc2ccccc2NC(=O)c2ccc(C)o2)o1,3.6%
Cc1ccc2cc(C#N)c(N3CCCN(S(=O)(=O)c4ccccc4)CC3)nc2c1,7.6%
CC1CCN(c2nc3c(c(=O)[nH]c(=O)n3C)n2Cc2ccccc2)CC1,10.2%
O=C(O)c1cc(S(=O)(=O)N2CCOCC2)c(Sc2ccccn2)cc1Sc1ccccn1,6.3%
N#CC(C#N)=Cc1ccc([N+](=O)[O-])c(O)c1,3.1%
CC(C)NC(=O)CSc1nc2ccccc2n1CC(=O)N1CCc2ccccc21,0.8%
CCOC(=O)CSc1nc2c([nH]c3ccccc32)c(=O)n1C,-2.3%
COC(=O)[C@H](N)CCCN=C(N)N[N+](=O)[O-],-3.3%

# Next part
SMILES,AmpC inh det
N#Cc1ccccc1NC1=CC(=O)CCC1,4.4%
COc1ccc(C(=O)c2ccc(OC)cc2O)c(O)c1,-5.8%
c1ccc2c(c1)CCCN2Cc1nnc2n1CCCCC2,-4.5%
O=C1Nc2ccccc2C1=Nc1cccc2ncccc12,-5.8%[5.75 µM]
CCC(=O)Nc1ccc2c(c1)C(=O)N(C1CCCCC1)C2=O,-4.8%
CCOc1ccc2nc(SCC(=O)NC3CCS(=O)(=O)C3)[nH]c2c1 (stereo not drawn),-7.0%
O=C1c2ccccc2N[C@H](c2cc(Cl)cc(Cl)c2O)N1CCc1ccccn1,1.4%[5.75 µM]
COc1ccc(C(=O)N2CCC3(CCN(CC(C)C)CC3)CC2)cc1,-1.5%
O=C(c1cccs1)N1CCN(Cc2ccncc2)CC1,6.0%
COc1ccccc1C(=O)Nc1ccc(N2CCN(Cc3ccccc3)CC2)cc1,-1.0%
O=C(COc1ccccc1O)Nc1ccccc1Cl,14.5%
CCOc1ccccc1N(CC(=O)Nc1ccc2c(c1)OCO2)S(C)(=O)=O,5.5%
CC1c2[nH]c3ccccc3c2CCN1S(C)(=O)=O (stereo not drawn),-0.7%
CC(=O)N1CCC2(CCCN(c3ccncc3)C2)CC1,0.5%
O=c1c(-c2cccc(F)c2)nc2cncnc2n1-c1ccccc1,-3.8%
O=C(NCC1CCCO1)c1coc2nc3ccccc3nc12 (stereo not drawn),10.3%
CC(=O)NC(Cc1ccccc1)C(=O)NC1CCN(C(=O)NC2CCCCC2)CC1 (stereo not drawn),9.7%
Cc1ccc(NC2c3ncccc3C(=O)N2c2ccccc2C)cc1C (stereo not drawn),-4.4%
CSc1ccccc1NC(=O)c1cc(CC(C)C)on1,12.7%
Cc1cc(C(=O)OCC(=O)Nc2ccc(F)cc2F)c(C)o1,-11.0%
COc1ccc(CC(=O)NC2CCN(CC(=O)Nc3ccc4c(c3)OCCO4)CC2)cc1OC,-6.2%
CC1(C(=O)NC2CCCCCCC2)CCC(=O)N1CCN1CCOCC1 (stereo not drawn),0.7%
CC(NC(=O)C1C2C=CC(C2)C1C(=O)O)c1ccccc1 (stereo not drawn),-1.4%
CCOC(=O)N1CCC(Nc2c(NCCCN3CCN(c4ccc(OC)cc4)CC3)c(=O)c2=O)CC1,-2.5%
O=C1Nc2ccccc2C12OC1CCCCC1O2 (stereo not drawn),-5.1%

# Further results follow.
SMILES,AmpC inh det
Cc1cccc2cc(C#N)c(SCCN3CCCCC3)nc12,-5.0%
CCOC(=O)c1oc2nc(C(C)C)c3c(c2c1N)CCC3,-6.3%
C/C(=C\C(=O)Nc1nccs1)c1ccccc1,-4.3%
Cc1nc2nc(-c3ccccc3)cc(=O)n2[nH]1,-1.1%
COc1cc(C2CC(=O)N3CN(c4ccccc4C)CSC3=C2C#N)cc(OC)c1OC (stereo not drawn),-5.6%
CCCCOc1ccccc1C1CC(=O)NC2=C1C(=O)CCC2 (stereo not drawn),1.6%
CCOC1(C(F)(F)F)NC(=O)N(Cc2ccc(OC)cc2)C1=O (stereo not drawn),-4.1%
COc1ccc2cc3cc(C(=O)N4CCN(Cc5ccc6c(c5)OCO6)CC4)oc3nc2c1,1.9%
COc1ccc(C(O)Cc2nc3ccccc3n2C)cc1OC (stereo not drawn),5.2%
COc1cccc(C2C(C(=O)c3sc(C)nc3C)=C(O)C(=O)N2CCN2CCOCC2)c1 (stereo not drawn),-5.3%
CCOc1ccc(CN2CCN(C(=O)c3ccccc3)CC2)cc1,-4.1%
Cc1ccc(C(C(=O)NC2CCCC2)N2CCCCC2)cc1 (stereo not drawn),7.2%
CCOC(=O)Cc1csc(NC(=O)c2cccc(OC)c2)n1,0.1%
COc1cccc(OC)c1Oc1ccc(C(F)(F)F)cn1,-5.2%
CCc1c(C)nc(SCC(=O)Nc2ccc(Br)cc2)[nH]c1=O,14.7%
C=CCn1c(COc2ccc(CC)cc2)nnc1SC/C(O)=C(\C#N)c1nc2ccccc2[nH]1,4.5%
CCOCCOC(=O)C1=C(C)N(C)C(=O)NC1c1ccccc1F (stereo not drawn),-1.2%
Cc1ccc(S(=O)(=O)N2CCN(C(=O)CSc3nc4ccccc4o3)C2)cc1,-0.3%
CCc1cc2c(=O)c(-c3nc4ccccc4n3C)coc2c(CN2CCN(C)CC2)c1O,-0.5%
Cc1cc(NCCN2CCOCC2)n2c(nc3ccccc32)c1C#N,-1.8%
O=C1CC(C(=O)N(c2cccc(F)c2)C(C(=O)NC2CCCC2)c2ccccn2)CS1 (stereo not drawn),-1.4%
O=C(O)C1CCN(S(=O)(=O)c2ccc(Oc3ccccc3)cc2)CC1,-4.4%
CCOc1cc(C(=O)N(C)Cc2cc3cc(OC)ccc3[nH]c2=O)cc(OCC)c1OCC,-0.7%
CCS(=O)(=O)N1CCCC(C(=O)NCc2cccnc2)C1 (stereo not drawn),-3.5%
O=C(O)c1cc2ccccc2c(Cc2cc3ccccc3c(C(=O)O)c2O)c1O (tested in a mixture with another compound),-5.1%[12.8 µM]
Cc1cc(Nc2cccc(F)c2)n2ncnc2n1,4.7%
N[C@H](Cn1ccc(=O)n(Cc2ccccc2C(=O)O)c1=O)C(=O)O,-9.4%
